# Assay outcomes as filed in PubChem.
# D3 antag = qHTS of D3 Dopamine Receptor Antagonist: qHTS | D(3) dopamine receptor (Homo sapiens), P35462 | D3R cells, DiscoveRx beta-arrestin luminescence, antagonist mode; stronger effect = lower value | max response, negative = inhibition, % | 360,000 tested, 2.5% active; in the data active means max response below about -50%; inconclusive means no clear call, values can overlap the other calls; further: on the % scale 0 is the no-effect control and ±100 the full control effect; mostly tested at two doses, the higher about 12 µM
# Target sequence (P35462 whole entry, looked up): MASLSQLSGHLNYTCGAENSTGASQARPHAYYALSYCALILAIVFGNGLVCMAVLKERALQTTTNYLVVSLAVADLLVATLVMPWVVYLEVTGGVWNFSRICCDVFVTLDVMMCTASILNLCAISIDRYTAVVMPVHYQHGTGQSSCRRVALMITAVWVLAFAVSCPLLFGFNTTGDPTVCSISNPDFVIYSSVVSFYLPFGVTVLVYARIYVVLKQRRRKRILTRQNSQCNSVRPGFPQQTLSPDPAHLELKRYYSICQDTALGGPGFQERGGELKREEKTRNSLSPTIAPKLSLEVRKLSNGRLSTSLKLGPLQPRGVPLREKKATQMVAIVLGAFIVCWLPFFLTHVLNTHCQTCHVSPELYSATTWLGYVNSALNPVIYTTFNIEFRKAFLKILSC
#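 Cells expressing the human receptor were seeded at 1500 cells/well, incubated overnight at 37 degrees C in 5% CO2, then exposed to library compounds with dopamine controls for 90 minutes at 37 degrees C before luminescent detection.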
# aSyn yeast inh = qHTS of alpha-syn Inhibitors | Yeast expressing alpha-synuclein, growth rescue, BacTiter-Glo, 24 h | Potency, µM (top dose mostly 46.1 µM), inactives show top-dose growth rescue (activation), usual class: activators | 370,000 tested, 0.14% active | AID 652106, 2013; further: potency means the concentration at half of the fitted maximal effect; % of control where 0% means no effect; nearly all actives have a fitted effect of over 65% in size
#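 Rescue of yeast growth: cells expressing toxic alpha-synuclein, induced in galactose at OD600 0.02, incubated with compound 24 h at 30 C. ATP luminescence quantified growth; inhibitors of toxicity appear as activators.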
# GLP1R inv ag = qHTS of GLP-1 Receptor Inverse Agonists (Inhibition Mode) | Glucagon-like peptide 1 receptor (Homo sapiens), P43220 | HEK293 GLP-1R CRE-luciferase, luminescence, 24 h; GLP-1R form is constitutively active | Potency, µM (highest dose often 38.3 µM), inactives show at the highest dose activity change, negative = inhibition, usual class: inhibitors | 410,000 tested, 1.6% active | AID 624417, 2012; further: potency means the concentration at half of the fitted maximal effect; on the % scale 0 is the no-effect control and ±100 the full control effect; nearly all actives have a fitted effect of over 55% in size
#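 HEK293 cells stably co-expressing a cAMP-responsive luciferase reporter and constitutively active GLP-1R were seeded, incubated 12 h, then exposed to compounds for 24 h at 37 C. Luminescence was read 12 min after detection reagent; inverse agonists lower signal.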
# KB-V1 cytotox = qHTS assay for MDR1-selective chemotherapeutics: Primary screen using the drug-selected MDR subline cells KB-V1 | Potency, µM (titrated, usually from 46.1 µM), for the others: at the top dose activity change, negative = cytotoxicity, actives largely listed as cytotoxic | KB-V1 MDR cells viability, CellTiter-Glo, 72 h | AID 1347076, 2019 | 400,000 tested, 3.4% active; further: potency means the concentration at half of the fitted maximal effect; on the % scale 0 is the no-effect control and ±100 the full control effect; nearly all actives have a fitted effect of over 60% in size
#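 Compound-treated KB-V1 multidrug-resistant cells, 72 h, 37 degrees C; viability by CellTiter-Glo. Fitted qHTS curves give the values.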
# TDP43 rescue = qHTS of TDP-43 Inhibitors | AID 652104, 2013 | TDP-43 expressing yeast growth rescue, BacTiter-Glo, 24 h | 410,000 tested, 1.8% active | Potency, µM (highest dose often 46.1 µM), for inactives: top-dose growth rescue (activation), actives largely listed as activators; further: potency means the concentration at half of the fitted maximal effect; % of control where 0% means no effect; nearly all actives have a fitted effect of over 50% in size
#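 Galactose-induced TDP-43 yeast, OD600=0.02, compound pinned; 24 hr, 30 deg C; BacTiter-Glo luminescence for growth. Inhibitors of TDP-43 toxicity read as activators.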
# PTHR1 ag = qHTS for PTHR1 Agonists: Primary Screen; Parathyroid hormone/parathyroid hormone-related peptide receptor (Homo sapiens), Q03431; 410,000 tested, 0.075% active; HEK293 GP2 PTHR1 cells, GloSensor cAMP luminescence, 1 h; Potency, µM (titrated, usually from 115 µM), without a hit: at the highest dose activation, most hits filed as activators; further: potency means the concentration at half of the fitted maximal effect; nearly all actives have a fitted effect of over 55% in size; some results filed as inactive show a strong effect at the top dose; inactives centre near -15; many of its hits are not listed in these tables
# Target sequence (Q03431 whole entry, looked up): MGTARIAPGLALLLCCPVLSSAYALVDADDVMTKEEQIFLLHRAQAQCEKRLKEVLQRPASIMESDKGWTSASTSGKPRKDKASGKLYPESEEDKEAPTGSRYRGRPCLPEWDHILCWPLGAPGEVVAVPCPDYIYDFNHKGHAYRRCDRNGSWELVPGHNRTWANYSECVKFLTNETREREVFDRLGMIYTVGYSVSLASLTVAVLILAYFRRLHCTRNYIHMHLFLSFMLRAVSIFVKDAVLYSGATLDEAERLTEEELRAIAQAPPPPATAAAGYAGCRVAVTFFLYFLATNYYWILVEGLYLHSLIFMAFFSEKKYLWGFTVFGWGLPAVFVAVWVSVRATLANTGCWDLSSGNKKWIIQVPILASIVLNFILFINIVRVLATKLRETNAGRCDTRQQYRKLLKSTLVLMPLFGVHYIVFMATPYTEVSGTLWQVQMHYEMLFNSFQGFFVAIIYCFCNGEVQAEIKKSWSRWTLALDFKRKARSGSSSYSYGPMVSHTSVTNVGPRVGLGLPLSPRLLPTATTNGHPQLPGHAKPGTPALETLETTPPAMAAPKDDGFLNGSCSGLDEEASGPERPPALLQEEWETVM
#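 HEK-293-derived GP2 cells expressing PTHR1 and a GloSensor cAMP reporter, 3,000/well, plated overnight, given luciferin plus IBMX (each 0.5 mM as added) for 1 h at 37 °C, then compound for 1 h at 37 °C. Luminescence was read after 15 min at room temperature.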
# GLP1R ag = qHTS of GLP-1 Receptor Agonists; Glucagon-like peptide 1 receptor (Homo sapiens), P43220; Potency, µM (top dose mostly 45.6 µM), without a hit: top-dose activation, usual class: activators; 380,000 tested, 0.007% active; HEK293 GLP-1R CRE-luciferase, luminescence, 4-6 h; cells express a hypersensitive GLP-1R form; AID 624172, 2012; further: potency means the concentration at half of the fitted maximal effect; % of control where 0% means no effect
# DRD3 agonist = qHTS of D3 Dopamine Receptor Agonist: qHTS | D(3) dopamine receptor (Homo sapiens), P35462 | D3R DiscoveRx beta-arrestin cells, luminescence, 90 min | max activation, % | 410,000 tested, 0.58% active; in the data active means max activation above about 30%; further: 0% is about no effect; mostly tested at two doses, the higher about 12 µM
#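 Agonist mode: compounds and dopamine controls were applied to plated cells for 90 min at 37 degrees C after an overnight attachment at 1500 cells/well. Luminescent read-out followed 30 - 60 minutes at room temperature with DiscoveRx detection reagent.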
# GLP1R cytotox = qHTS of GLP-1 Receptor Inverse Agonists: Cytotox Screen; 410,000 tested, 0.13% active; Potency, µM (series often up to 38.3 µM), inactives show at the highest dose activity change, negative = inhibition, most hits filed as inhibitors; HEK293 cAMP-luciferase reporter cells, luminescence, 24 h;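 further: loss of luciferase light is scored as toxicity; potency means the concentration at half of the fitted maximal effect; on the % scale 0 is the no-effect control and ±100 the full control effect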
#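 MLSMR compounds, 24 hr on cells at 37 deg C/5% CO2; luminescence after luciferase reagent (12 min RT). Inhibition counted as the undesired cytotoxic outcome.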
# Active calls of the source: *; i = inactive; ? = inconclusive; / = not tested or not shown; & = joins results of further samples; ! = not confirmed by another sample; [ ] = another dose, or the depositor's remark. Unless noted, the call rests on the fitted dose curve; in most records, active means well fitted curve in the direction sought with a large enough effect; inconclusive means small, poorly fitted or top-dose-only effect, or another doubt; inactive means no such curve, though single readings can be large; an effect the other way counts as inactive or inconclusive.
SMILES,D3 antag,aSyn yeast inh,GLP1R inv ag,KB-V1 cytotox,TDP43 rescue,PTHR1 ag,GLP1R ag,DRD3 agonist,GLP1R cytotox
O=C(CN1C(=O)C2CC=CCC2C1=O)Nc1nnc(SCc2c(Cl)cccc2Cl)s1 (stereo not drawn),-0.8,3.5%,?,0.5%,5.6%,-9.1%[57.5 µM],-7.7%,14.1,-8.8%
COc1ccccc1CNS(=O)(=O)N(C)C,-4.7,-4.5%,10.7%,20.1%,7.4%,-26.5%,-2.0%,4.1,0.4%
COCCN(C)C(=O)CCc1nnc(Cc2ccc(-c3ccccc3)cc2)o1,-20.7,0.4%,10.5%,-28.9%,8.4%,-26.6%,4.2%,1.4,4.8%
Cc1ccc(NC(=O)COC(=O)CNC(=O)C2CCCCC2)cc1S(=O)(=O)N(C)C,9.9,-5.2%,0.3%,-7.0%,-14.6%,-6.1%,6.8%,0.2,0.6%
Cc1ccc(S(=O)(=O)N(CC(=O)Nc2ccccc2-c2ccccc2)c2ccc(C)cc2C)cc1,0.0,12.6%,?,?,4.2%,-17.7%,-17.7%,-13.6,103.5%[activator]
CCN(CC)C(=O)Cn1nc(-c2ccncc2)nc1SCC(=O)Nc1ccc(OC)cc1,-7.1,2.9%,43.5%[activator],-10.3%,-11.5%,i,5.2%,0.4,5.4%
COc1ccc(CNC(=O)C[C@H]2C(=O)N(Cc3ccc(OC)cc3)C[C@@H]2Cc2ccccc2)cc1,?,6.6%,1.2%,13µM*!,22.7%,-1.6%,14.7%,-11.7,-5.9%
Cn1ccc(CC(=O)N2CCC(N3CCC(C(=O)N4CCCC4)CC3)CC2)c1,-7.0,1.0%,20.4%,-3.0%,-10.7%,i,7.3%,-0.3,1.6%
O=C(OCC(=O)N1c2ccccc2Sc2ccccc21)c1cccnc1,-0.5,7.3%,-27.6%,3.5%,?,i,2.4%,-1.6,1.9%
CCOc1ccc(NC(=O)c2cnn3c2NC(c2cccc(OC)c2)=CC3c2ccccc2)cc1 (stereo not drawn),/,/,-22.2%,-21.7%,3.1%[9.22 µM],i,/,10.8,-5.3%
COc1ccc(NS(=O)(=O)c2ccc3c(c2)C(C(C)C)C(=O)N3)cc1 (stereo not drawn),/,-6.2%,-15.7%,0.0%,2.6%,-1.5%,7.8%,-5.7,0.8%
Nc1cccc(-c2cncc(N3CCN(Cc4ccccn4)CC3)n2)c1,-4.9,-7.9%,15.6%,6.4%,-0.5%,-2.5%,-2.6%,-9.8,2.6%
Cn1c(N)c(C(=O)COC(=O)c2ccccc2C(=O)c2ccc(Cl)cc2)c(=O)n(C)c1=O,-17.4,10.7%,11.2µM*,1.7%,-18.0%,-6.3%,14.0%,7.1,-21.4%
COc1ccccc1NS(=O)(=O)c1ccc(C)c(C(=O)NC2CCN(Cc3ccccc3)CC2)c1,?,-7.4%,11.2µM*,-20.7%,-5.5%,-30.8%[inhibitor],-11.7%,-12.5,-2.5%
O=C(O)c1cccc(S(=O)(=O)N(Cc2ccccc2)c2ccccc2Cl)c1,4.3,0.0%,-11.5%,?,-6.4%,-18.7%,-2.1%,0.6,-1.8%
Cc1ccc(Nc2cc(C)nc(N3CCOCC3)n2)cc1,-12.8,7.8%,?,0.7%,17.2%,-2.1%,27.5%,-1.7,23.6%
CC(=O)Nc1ccc(OCCOc2ccc(NC(C)=O)cc2)cc1,6.5,1.1%,30.9%[activator],-2.6%,3.9%,-20.1%,-3.6%,-4.8,11.8%
O=C(O)c1ccccc1Nc1ccccc1C(=O)O,-3.2,-1.3%,11.5%,3.7%,-5.5%,14.2%[57.5 µM],3.2%,-10.1,1.3%
CCN(CC)CCCNC(=O)c1c2c(nc3ccccc13)C(=O)N(C1CCCCC1)C2,/,/,-13.6%,12.0%,16.0%,-9.5%,/,-2.8,-0.8%
N#Cc1cccc(-c2csc(C(O)c3ccc(F)cc3)n2)c1 (stereo not drawn),0.3,3.5%,-11.6%,3.3%,0.0%,-24.8%,19.9%,8.4,1.1%
c1ccc(CN2CCCC3(CCCN(Cc4nc(CC5CC5)no4)C3)C2)cc1 (stereo not drawn),?,-6.1%,?,-23.5%,6.1%,-9.6%,-7.1%,0.5,13.5%
CC1C(=O)C(C)C(c2cccc(Br)c2)NC1c1cccc(Br)c1 (stereo not drawn),-26.4,-19.2%,?,-15.4%,-6.6%,i,-3.8%,-4.1,23.1%
COc1ccc(C)cc1NC(=O)Nc1ccc(Br)cn1,32.1,/,3.8%,9.1%,27.5%,i,-6.7%,1.0,5.1%
O=C1CCC(=O)N1c1ccc(CSc2nc3ccccc3[nH]2)cc1,13.2,0.7%,-6.5%,3.2%,21.8%,-23.3%,-5.7%,3.1,-3.8%
Cc1ccccc1OCCSc1nc(C)c(Cc2ccccc2)c(=O)[nH]1,/,/,11.8%,/,?,-18.0%,/,-0.6,3.5%

# Grouped by structure, those above with an NH in an aromatic ring (two)
SMILES,D3 antag,aSyn yeast inh,GLP1R inv ag,KB-V1 cytotox,TDP43 rescue,PTHR1 ag,GLP1R ag,DRD3 agonist,GLP1R cytotox
O=C1CCC(=O)N1c1ccc(CSc2nc3ccccc3[nH]2)cc1,13.2,0.7%,-6.5%,3.2%,21.8%,-23.3%,-5.7%,3.1,-3.8%
Cc1ccccc1OCCSc1nc(C)c(Cc2ccccc2)c(=O)[nH]1,/,/,11.8%,/,?,-18.0%,/,-0.6,3.5%

# (listing goes on)
SMILES,D3 antag,aSyn yeast inh,GLP1R inv ag,KB-V1 cytotox,TDP43 rescue,PTHR1 ag,GLP1R ag,DRD3 agonist,GLP1R cytotox
CCN(CC)c1ccc(C=NN2CCCCCC2)cc1,2.2,0.0%,-22.2%,25.9%,-24.9%,-2.9%,20.3%,2.0,-5.9%
CCN(c1cc(C)cc(C)c1)S(=O)(=O)c1nnc(NC(=O)c2cccs2)s1,/,/,-21.8%,/,11.1%,-46.4%[inhibitor],/,-23.4,1.4%
CC(=O)Nc1cccc(C(=O)Nc2nc(C)cs2)c1,-4.7,0.3%,-9.3%,0.0%,-19.2%,i,8.0%,-7.0,2.5%
Cc1cc(NC(=O)CSc2nc3ccccc3cc2C#N)no1,1.3,-2.0%,10.3%,-1.8%,9.9%,i,4.4%,-6.6,14.9%
Cc1ccc(CNC(=O)COC(=O)CCCOc2ccc(Cl)cc2Cl)cc1,19.6,0.3%,2.4%,32.1%,36.3%,i,2.4%,1.6,1.1%
CCOC(=O)Cc1cn(C(=O)OC(C)(C)C)c2ccccc12,-19.8,-5.3%,?,0.0%,7.6%,i,8.6%,2.6,-8.7%
COc1cc(OC)cc(-c2nc3nc(C)c(CCC(=O)NCC(OC)OC)c(C)n3n2)c1,4.2,0.0%,15.7%,10.0%,-13.8%[0.397 µM],i,11.3%,6.5,-1.7%
Cc1ccc(S(=O)(=O)NCC(=O)OCC(=O)NCc2ccc3c(c2)OCO3)cc1,0.0,-0.2%,20.1%,-10.0%,-1.3%,?,0.8%,-1.1,15.9%
CC(C)(C)OC(=O)C[C@H]1C/C=C\C[C@@H](CC(=O)N[C@@H](CO)Cc2ccccc2)C(=O)NCCOC1=O,-18.8,0.8%,0.5%,-9.7%,-1.8%,-10.8%,-4.8%,-20.6,18.1%
CC(C)NCC(O)c1ccc2ccccc2c1 (stereo not drawn),-12.8,-3.7%,-24.0%,-17.0%,0.0%,i,1.3%&20.2%,-8.5&-4.6,-8.9%
O=C(Nc1ccccc1)C1CCCCN1S(=O)(=O)c1ccccc1 (stereo not drawn),-0.4,8.1%,-27.0%[7.66 µM],?,31.5%,-25.3%,0.9%,0.8,-0.9%[7.66 µM]
COC(=O)c1ccc(NC(=O)c2cccnc2)cc1,4.8,?,8.4%,-15.7%,9.2%,-8.6%,2.6%,10.8,2.3%
COC(=O)[C@]1(C)N[C@H](CN(C)C(=O)Nc2ccc(OC)cc2)[C@@H]2C(=O)N(C)C(=O)[C@@H]21,11.1,-2.9%,3.2%,17.5%,-8.0%,i,-0.1%,7.0,0.9%
Cc1cccc(OCC(=O)N2CCC(c3ccccc3)C2)c1 (stereo not drawn),-28.8,8.2%,1.6%,-28.3%,?,-12.9%[57.5 µM],0.1%,-13.2,10.5%
Nc1ccc2c(c1)C(O)c1cccc(C(=O)O)c1-2 (stereo not drawn),7.0,-0.5%,16.4%,1.2%,13.7%,i,-3.3%,3.2,-0.8%
Cc1cccc(C)c1NC(=O)c1ccc2nc(CCc3ccccc3)oc2c1,/,/,?,-30.8%,12.6µM*,-34.0%[inhibitor],/,-5.6,-9.6%
NS(=O)(=O)c1ccc(CCNC(=O)COC(=O)CC(c2ccccc2)c2ccccc2)cc1,-12.8,-4.4%,?,23.6%,-26.7%,-21.0%,9.0%,-0.5,11.8%
CCCCCC(=O)N=Nc1c(O)[nH]c2ccc([N+](=O)[O-])cc12,-16.6,-8.1%,21.1%,7.9%,0.0%,-6.7%,0.7%,-20.4,11.8%
Cc1ccc(NC(=S)NNc2ncc(C(F)(F)F)cc2Cl)cc1,-68.4*,4.0%,?,-25.5%,25.4%,-30.9%,5.1%,-36.2,-24.6%
O=C(O)CCCCCNC(=O)c1ccc(Br)cc1,-8.9,-8.6%,6.7%,-2.5%,-3.5%,i,-5.6%,0.1,-10.3%

# This is a subset, so the mix of outcomes need not match the whole.
